TEAD-YAP block – TEAD-YAP interaction inhibition, primary screen, TEAD-YAP interaction inhibitor project, luminescence, HEK-TIYL cells. AID 1259422, 2018. TEAD-Gal4/YAP UAS-luciferase luminescence. 640,000 tested, 1.4% active. inhibition, % at 9.12 µM; in the data active means inhibition above about 32%;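 further: 0% = median of test compound wells and 100% = reference inhibitor wells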
GPR151 activ – activators of human GPR151, primary screen, cell-based, PathHunter beta-arrestin, luminescence; activation, % at 11.2 µM; AID 1508602, 2020; PathHunter beta-arrestin GPR151 cells; 650,000 tested, 1% active; in the data active means activation above about 4.9%;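 further: 0% = median of compound wells and 100% = cells with positive control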
Target sequence (Q8TDV0 whole entry, looked up): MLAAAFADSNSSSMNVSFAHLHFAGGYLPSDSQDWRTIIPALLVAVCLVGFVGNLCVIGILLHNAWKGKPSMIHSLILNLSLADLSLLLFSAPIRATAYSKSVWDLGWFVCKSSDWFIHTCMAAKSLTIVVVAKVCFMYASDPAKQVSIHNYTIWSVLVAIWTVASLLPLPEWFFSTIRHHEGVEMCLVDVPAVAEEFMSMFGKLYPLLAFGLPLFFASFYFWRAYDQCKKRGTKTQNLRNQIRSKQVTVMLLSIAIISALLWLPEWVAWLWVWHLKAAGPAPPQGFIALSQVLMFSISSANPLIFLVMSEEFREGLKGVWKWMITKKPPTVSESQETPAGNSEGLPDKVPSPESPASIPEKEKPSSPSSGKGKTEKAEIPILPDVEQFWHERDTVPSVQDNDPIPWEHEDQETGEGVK
FBW7 activator – FBW7 E3 ligase activators, primary screen, biochemical, AlphaScreen, human | F-box/WD repeat-containing protein 7 (Homo sapiens), Q969H0 | AlphaScreen FBW7–phospho-cyclin E peptide binding, activator screen | normalized activity (activation), % at 26.1 µM | 650,000 tested, 0.13% active; in the data active means normalized activity above about 1.9%;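 further: purified mutant Fbw7 with reduced substrate affinity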
MITF inh – MITF inhibitors, primary screen, biochemical, AlphaScreen, human. Microphthalmia-associated transcription factor (Homo sapiens), O75030. AID 1259374, 2018. AlphaScreen MITF homodimerization, bead proximity signal. 650,000 tested, 0.91% active. inhibition, % at 2.6 µM; in the data active means inhibition above about 50%;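 further: 0% = vehicle wells with protein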
Target sequence (O75030 whole entry, looked up): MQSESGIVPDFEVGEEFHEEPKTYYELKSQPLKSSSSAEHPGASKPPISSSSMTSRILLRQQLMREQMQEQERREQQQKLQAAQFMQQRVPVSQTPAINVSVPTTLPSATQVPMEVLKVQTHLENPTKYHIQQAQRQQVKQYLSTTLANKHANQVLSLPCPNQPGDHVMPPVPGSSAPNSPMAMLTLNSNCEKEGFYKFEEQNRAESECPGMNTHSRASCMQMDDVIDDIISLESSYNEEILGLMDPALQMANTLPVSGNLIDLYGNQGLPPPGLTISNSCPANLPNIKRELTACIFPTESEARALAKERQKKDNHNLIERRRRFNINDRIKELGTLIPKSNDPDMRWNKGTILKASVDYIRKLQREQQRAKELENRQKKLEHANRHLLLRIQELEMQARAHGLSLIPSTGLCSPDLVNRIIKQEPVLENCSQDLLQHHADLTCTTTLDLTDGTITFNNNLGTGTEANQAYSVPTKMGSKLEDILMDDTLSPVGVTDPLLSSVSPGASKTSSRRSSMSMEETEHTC
An asterisk follows results filed as active. Compounds as they come; about 3.5% have a hit in one of these screens.

Molecule,TEAD-YAP block,GPR151 activ,FBW7 activator,MITF inh
O=S(=O)(c1ccccc1)N1C2C=CC(C2)C1(C(F)(F)F)C(F)(F)F (stereo not given),1.9,2.2,0.0,1.8
CCOc1ccc(CCNC(=O)Cn2ncn3cccc3c2=O)cc1OCC,2.4,0.1,0.0,0.3
O=C(N=c1sn2c(c1[N+](=O)[O-])CCCCC2)c1ccccc1,83.9*,-1.7,-0.1,-1.7
COc1ccccc1NC(=O)c1ccc(SCC(=O)NC2CCCCC2)c([N+](=O)[O-])c1,-1.7,-0.4,-0.2,1.4
CC(=O)Nc1cccc(NC(=O)CSc2nnc(NC(=O)Cc3ccccc3)s2)c1,3.4,-0.4,0.0,-18.1
CN1CCN(C(=S)NC(=O)c2ccccc2I)CC1,6.4,-0.3,0.6,12.2
COc1ccccc1CCNc1nc(CN2CCC(OC)CC2)nc2ccccc12,-12.7,-1.4,-0.1,-3.6
O=[N+]([O-])c1ccc(-c2noc(CCCOc3ccccc3)n2)cc1,1.6,1.5,0.2,4.4
c1cncc(-c2cc(NCCCN3CCOCC3)nc(-c3ccncc3)n2)c1,12.1,0.5,0.1,5.1
COc1ccc(N/N=C2/CCCNC2=O)cc1,1.0,1.1,-0.2,6.5
COc1cc(NC(=O)CCC(=O)O)c(OC)cc1Cl,8.6,-1.1,0.0,-9.6
CCOc1ccc(-n2nc(C(=O)Nc3ccc(F)cc3Cl)c3ccccc3c2=O)cc1,-2.8,0.8,-0.2,3.8
O=C1Nc2c(Cl)ccc(Cl)c2C1=O,10.1,0.2,-0.1,4.3
C=CCc1cc(Cl)ccc1OCCCNCCCOC,-1.3,-1.7,-0.1,6.7
CC(C)NC(=O)CCc1nnc2n(Cc3ccccc3)c(=O)c3ccccc3n12,-12.5,-0.7,0.0,-2.2
COC(=O)c1cc(C(=O)Nc2ccccn2)cc([N+](=O)[O-])c1,1.3,0.9,0.0,-20.4
O=C(Nc1cccc(C(F)(F)F)c1)c1ccc2c(=O)n(-c3cccc(C(F)(F)F)c3)c(=S)[nH]c2c1,0.7,1.1,0.1,4.4
O=C(O)CCCCCNC(=O)/C(=C\c1ccco1)NC(=O)c1ccccc1,8.6,4.6,-0.4,52.3*
CCOC(=O)C(C)Oc1ccc2c(=O)c(Oc3ccccc3OCC)coc2c1 (stereo not given),0.4,-1.0,-0.1,-3.3
O=C(CN1C(=O)NC2(CCc3ccccc32)C1=O)Nc1ccc(Cl)c(C(F)(F)F)c1 (stereo not given),-5.7,-0.6,0.1,9.0
CCOC(=O)c1cnc(SCC(=O)Nc2ccc(F)c(F)c2F)nc1N,5.9,-0.1,0.0,-3.1
Cc1n[nH]c(C)c1S(=O)(=O)N1CCN(C(=O)c2ccco2)CC1,5.6,-0.1,0.5,20.3
C[C@H]1NC(=O)[C@@H]2C[C@H](NC(=O)c3ccc(F)cc3)CN2C1=O,2.4,4.2,-0.1,-11.0
O=C(CNC(=O)c1ccccc1)NN=C1CCCCC1,-32.4,2.0,-0.2,3.4
COc1ccc(N/C(=N\S(=O)(=O)c2ccccc2)C(F)(F)F)cc1,-7.6,1.5,0.0,2.3
CCCCNC(=O)CSc1nc2n[nH]c(C)c2c(=N)n1-c1ccc(C)cc1,13.9,-1.1,0.0,7.5
C=CCC1(CC=C)CCCCN1C(=O)CC1C(=O)NCCN1Cc1ccoc1 (stereo not given),1.7,6.4*,0.5,79.7*
O=C(CSc1nc2ccccc2o1)c1cccc([N+](=O)[O-])c1,1.5,0.3,0.0,9.0
COCCNC(=O)C1(c2cc(-c3cccs3)on2)CC1,-14.4,-0.6,-0.3,5.2
O=C(CSc1nc2cc3c(cc2c(=O)n1CCC1=CCCCC1)OCO3)c1ccc(Cl)cc1,-12.9,-0.4,-0.2,-3.9
CC1(C(=O)OCC(=O)NNC(=O)c2ccccc2)CC1(Cl)Cl (stereo not given),1.9,0.0,0.1,12.2
CCOC(=O)c1cc(-c2ccc(C=C3C(=O)OC(C)(C)OC3=O)o2)ccc1Cl,-3.8,-1.1,0.2,24.2
COc1cccc(-n2cc(C(=O)NCCC3=CCCCC3)c3ccccc3c2=O)c1,22.6,-1.2,0.0,8.2
OCCC1CN(Cc2cccc3c2OCO3)CCN1Cc1cccs1 (stereo not given),0.8,0.4,0.2,13.5
Cc1cc(NCCOc2ccccc2)nc(N2CCc3ccccc3C2)n1,0.5,0.3,-0.2,-4.8
CC1CCC(NC(=O)c2nnc(Cc3ccc(F)cc3)o2)CC1 (stereo not given),-6.3,0.5,-0.2,2.4
O=C(CCN1CCN(c2ccccc2F)CC1)Nc1ccc(F)c(F)c1,7.5,-0.7,0.6,1.8
Cc1ccc(S(=O)(=O)N2CCNCC2)c(C)c1,10.4,-0.1,0.1,4.5
NC(=O)COC(=O)c1ccc(Sc2ccc(F)cc2)c([N+](=O)[O-])c1,6.0,-0.4,0.1,11.4
CC(C)c1ccc(NC(=O)CN(c2cc(C(F)(F)F)ccc2Cl)S(C)(=O)=O)cc1,4.6,2.5,-0.1,1.7

Part of the list above, with each value named.
> OCCC1CN(Cc2cccc3c2OCO3)CCN1Cc1cccs1 (stereo not given)
  TEAD-YAP block: 0.8 | GPR151 activ: 0.4 | FBW7 activator: 0.2 | MITF inh: 13.5
> Cc1cc(NCCOc2ccccc2)nc(N2CCc3ccccc3C2)n1
  TEAD-YAP block: 0.5 | GPR151 activ: 0.3 | FBW7 activator: -0.2 | MITF inh: -4.8

Additional compounds:
Molecule,TEAD-YAP block,GPR151 activ,FBW7 activator,MITF inh
CC1=NC2(CCN(S(=O)(=O)c3cccc(S(C)(=O)=O)c3)CC2)N=C1c1ccccc1,7.8,-1.0,-0.2,-7.5
O=C(CSc1nc(O)cc(=O)[nH]1)Nc1ccc(I)cc1,14.4,-0.5,-0.1,-6.3
C=CCNC(=O)C1CCN(c2nc(C)cc(OCC)n2)CC1,3.0,-0.5,0.7,14.2
COc1cccc(N2CCN(CCNC(=O)Nc3ccccc3C)CC2)c1C,7.5,-0.2,-0.2,18.4
O=C(Cn1nnc(-c2ccccc2)n1)Nc1ccc2ccccc2c1,-9.4,-2.2,-0.1,-2.6
COc1ccccc1NC(=O)CCN1CCN(CCO)CC1,0.9,-0.9,0.0,19.8
COc1ccc(/C=N/NC(=O)CCC(=O)Nc2ccc(Br)cc2)c(OC)c1,7.0,1.7,-0.1,-10.4
COCC(=O)Nc1ccccc1C(=O)NC(C)(C)C,-4.4,0.7,-0.2,-5.2

Compound profiles, as listed above. Values in the order: TEAD-YAP block | GPR151 activ | FBW7 activator | MITF inh
O=[N+]([O-])c1ccc(-c2noc(CCCOc3ccccc3)n2)cc1 in the list: 1.6 | 1.5 | 0.2 | 4.4
CC1(C(=O)OCC(=O)NNC(=O)c2ccccc2)CC1(Cl)Cl (stereo not given) in the list: 1.9 | 0.0 | 0.1 | 12.2

(more compounds)
Molecule,TEAD-YAP block,GPR151 activ,FBW7 activator,MITF inh
Cc1cc(C)cc(NC(=O)CC2Sc3ccccc3NC2=O)c1 (stereo not given),9.2,-0.9,0.0,11.8
O=S(=O)(c1ccc(Cl)cc1)N(CCCN1CCOCC1)Cc1cccs1,-15.6,5.8*,-0.1,47.9
COc1ccc(OCCCCn2ccnc2)cc1,-2.2,-0.5,-0.2,6.4
COc1ccc2c(c1)CCc1c(C(=O)N3CCC(C)CC3)noc1-2,-60.6,0.9,-0.1,0.5
O=C(Nc1ccncc1)C1(c2cccs2)CCOCC1,2.2,3.4,0.0,2.3
CC(=O)Nc1cc2nc(N)sc2cc1NC(C)=O,2.9,-0.1,-0.1,12.6
COc1ccc(Br)cc1/C=N/Nc1oc(C)nc1C#N,6.7,0.2,0.4,9.1
CC1CN(C(=O)c2ccc3c(c2)OCO3)OC(c2cccs2)O1 (stereo not given),2.1,-0.4,0.0,-0.4
CC1(C)c2ssc(=S)c2-c2ccccc2N1C(=O)c1cccc(Br)c1,1.9,1.8,-0.1,15.2
O=C(/C=C/c1ccc(Br)cc1)Nc1ccccc1[N+](=O)[O-],-21.1,-0.3,-0.3,3.6
CCc1c(C(=O)N(C)Cc2ccccc2)c(=O)cc(C)n1Cc1cccs1,-4.0,-0.9,-0.1,-1.0
CCOC(=O)c1ccc(NC(=O)/C(=C\c2ccc(OC)cc2)NC(=O)c2ccccc2)cc1,6.7,0.1,0.8,3.4
O=C(NCc1cccnc1)c1cnc(N2CCC(N3CCOCC3)CC2)s1,-0.3,-1.1,0.6,8.8
COC(=O)CSc1nc(C)c2ccc(OC)cc2n1,4.9,-0.2,0.4,6.4
CN(Cc1ccccc1)C(=O)c1nc2ccccn2c1CN1CCC(N(C)C)C1 (stereo not given),-1.9,0.7,0.2,9.1
CC(C)n1c2ccccc2c2nnc(SCC(=O)N(c3ccccc3)c3ccccc3)nc21,13.9,-1.9,-0.1,2.3
C(=N\NC1=NCCCCC1)/c1ccccc1,-8.8,-1.2,0.0,3.3
Cc1nnc(CNC(=O)c2cnn(-c3ccccc3)c2C)o1,2.8,0.7,-0.1,6.4
CCOCCCN=c1c([N+](=O)[O-])nn(-c2ccc(Cl)cc2)n1O,-10.1,-0.1,0.0,20.9
Cc1ccc(-n2ncc3c(N4CCN(c5ccccc5)CC4)ncnc32)c(C)c1,5.0,-0.5,0.2,-5.0
c1ccc2sc(Nc3nc4ccccc4s3)nc2c1,-67.1,-0.4,0.0,-11.6
Cc1ccc(S(=O)(=O)NNC(=O)Cc2ccccc2)cc1,6.0,0.6,0.0,-1.8
C=CCn1c(SCC(=O)N2CCCCC2)nc2sc3c(c2c1=O)CCCC3,1.8,0.1,-0.1,-2.9
O=C(N/N=C/c1ccccn1)C(=O)N1CCCCCC1,-0.4,0.0,-0.5,0.1
CCOc1ccccc1CNn1c(-c2ccc(Br)cc2)nc2ccccc2c1=O,-2.5,0.7,-0.1,0.7
Cc1[nH]c2ccccc2c1CCNC(=O)c1ccc(F)cc1,-9.7,-1.0,-0.1,-5.5
O=C(CN1CCN(C(=O)CCc2ccccc2)CC1)c1cccs1,-5.3,-0.1,0.3,25.9
COc1cc(C)c(C)cc1S(=O)(=O)NCC1(c2cccs2)CCOCC1,4.7,-0.9,0.2,-6.5
O=C(O)c1ccc2c(c1)C(=O)N(c1cc(C(=O)O)ccc1Br)C2=O,-5.0,0.4,-0.1,-10.1
O=C1Nc2ccccc2Oc2ccc(S(=O)(=O)N3CCOCC3)cc21,-4.6,-0.8,-0.1,-6.1
O=C(CCN1C(=O)/C(=C/C=C/c2ccccc2)SC1=S)Nc1nccs1,-2.5,0.2,-0.1,-5.7
Brc1ccc(-n2cc(-c3ccccc3)c3c(NCCC4=CCCCC4)ncnc32)cc1,12.1,0.1,-0.1,9.9
CC(C)N(C(=O)CN(c1cccc(Cl)c1Cl)S(=O)(=O)c1ccccc1)C(C)C,2.5,-0.2,0.0,11.7
Cc1cc(Nc2ccc(N3CCOCC3)cc2)nc(Nc2ccc3ncccc3c2)n1,56.8*,0.7,-0.3,-0.9
O=C(O)CC1(CC(=O)Nc2ccc(-c3cn4c(n3)SCC4)cc2)CCCCC1,0.1,-1.8,0.0,7.6
CCOc1ccccc1CN1CCN(Cc2cccc(OC)c2)CC1CCO (stereo not given),2.7,4.4,-0.1,-3.7
CCN(CC)CCN(C)C(=O)CC1(c2ccc(OC)cc2)CC(=O)N(CCC(C)C)C1=O (stereo not given),-16.2,1.8,0.3,3.0
CCCCOC(=O)c1ccc(NC(=O)CN2C(=O)c3ccccc3S2(=O)=O)cc1,-0.2,1.5,0.0,-0.6
Nc1nc(NCc2cccnc2)cc(-c2ccccc2)n1,4.5,1.1,0.0,6.0
Cn1c(C=Nc2ccc(F)cc2)nc2ccccc21,1.1,-0.4,0.3,-3.0
Cc1ccc2c(CC(=O)NCc3cccs3)coc2c1,-15.7,-1.2,-0.1,1.5
O=C1N[C@@H](Cc2ccc(O)cc2)C(=O)N2CCN(C(=O)c3cc(F)cc(F)c3)C[C@H]12,-11.0,-0.9,0.1,0.7

Screening results deposited in PubChem BioAssay by The Scripps Research Institute Molecular Screening Center.
